AddAB inh = less growth of phage-infected E. coli with AddAB. E. coli expressing H. pylori AddAB, absorbance growth. inhibition, % at 11.9 µM. 0.29% of 330,000 active. AID 435030; in the data active means inhibition above about 12%;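 further: 0% = vehicle wells of infected cells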
phage Ecoli inh = E. coli growth loss with phage present; growth absorbance; inhibition, % at 11.9 µM; AID 651602; 0.26% of 360,000 active; in the data active means inhibition above about 11%
Tat transport = inhibitors of E. coli Tat protein transport | E. coli MC4100 TorA-mCherry Tat export, fluorescence | 0.036% of 340,000 active | inhibition, % at 10 µM;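 active means mean replicate inhibition at least 50% and at least half of replicates individually reaching 50%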;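 further: exported cargo escapes ClpAP degradation while cytoplasmic cargo is degraded and loses fluorescence; 0% = median of neutral control wells and 100% = median of NaSCN control wells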
PfHsp90 yeast 2 = inhibits growth of yeast expressing Plasmodium falciparum Hsp90. inhibition, % at 9.4 µM. AID 504621. S. cerevisiae expressing PfHsp90, BacTiter-Glo ATP, 48 h; yeast lacking PDR1 and PDR3 efflux regulators. 0.32% of 310,000 active;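 active means every replicate shows inhibition above about 80%, whatever the replicate mean, limit read from the data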;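 further: 0% = DMSO neutral controls and 100% = 20 µM radicicol positive controls; yeast relying on Plasmodium falciparum Hsp90 in place of its own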
MOR-DOR ag = agonists of human mu-delta opioid receptor heterodimerization; activation, % at 9.3 µM; cells, OPRM1-OPRD1 heterodimerization, luminescence; 0.3% of 340,000 active; in the data active means activation above about 18%;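 further: 0% = vehicle-treated cells and 100% = reference agonist; values of inactives mirror those of a sister screen read the other way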
PKA-R2B act = activators of human PKA-R2B complex. P22694+P31323. PKA-R2B holoenzyme dissociation, Cy5-IP20 fluorescence polarization; R2B truncated from residue 108, S112A mutant; 0% DMSO only, 100% 113 µM cGMP. activation, % at 11.4 µM. 0.079% of 340,000 active;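 active means activation above a cutoff set at the mean over all compounds plus 3 SD, cut at about 18% in these data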;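 further: higher means more holoenzyme dissociation and a rise in polarization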
Target sequence (P31323 whole entry, looked up, other chains not shown, the tested form may be a part): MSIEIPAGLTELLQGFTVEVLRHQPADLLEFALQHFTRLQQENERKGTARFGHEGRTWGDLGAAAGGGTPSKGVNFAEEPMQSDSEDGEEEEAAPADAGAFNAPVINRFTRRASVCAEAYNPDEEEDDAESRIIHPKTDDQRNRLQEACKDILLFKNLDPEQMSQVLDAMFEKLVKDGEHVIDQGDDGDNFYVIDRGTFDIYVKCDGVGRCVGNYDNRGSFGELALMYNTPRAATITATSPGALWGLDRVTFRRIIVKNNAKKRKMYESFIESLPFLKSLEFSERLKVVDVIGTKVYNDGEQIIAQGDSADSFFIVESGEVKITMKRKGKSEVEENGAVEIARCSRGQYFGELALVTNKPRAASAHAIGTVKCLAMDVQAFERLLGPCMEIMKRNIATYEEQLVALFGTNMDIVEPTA
HTR5A inv ctr = inverse agonist of human HTR5A in OPRM1-OPRD1 counter-screen; P47898; HTR5A cell line, luminescence, inverse agonism; inhibition, % at 9.3 µM; 0.083% of 340,000 active; in the data active means inhibition mostly above about 23%, no sharp cut-off; inactive means mostly below about 18%;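 further: 0% = cells with DMSO and 100% = no-cell wells with DMSO; some compounds called inactive have numbers as strong as hits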
Target sequence (P47898 whole entry, looked up): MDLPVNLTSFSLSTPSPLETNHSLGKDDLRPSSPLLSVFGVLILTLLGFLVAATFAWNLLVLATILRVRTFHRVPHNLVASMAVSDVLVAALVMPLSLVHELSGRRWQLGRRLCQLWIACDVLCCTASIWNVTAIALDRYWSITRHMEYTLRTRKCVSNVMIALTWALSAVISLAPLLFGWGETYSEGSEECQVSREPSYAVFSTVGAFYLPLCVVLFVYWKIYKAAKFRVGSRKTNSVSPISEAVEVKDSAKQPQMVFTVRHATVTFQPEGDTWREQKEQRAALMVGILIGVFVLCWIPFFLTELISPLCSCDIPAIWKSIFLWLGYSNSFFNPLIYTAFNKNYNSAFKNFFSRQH
PKA-R1A activ = activators of PKA-R1A complex | P00514+P68181 | PKA-R1A dissociation, Cy5-IP20 fluorescence polarization; scaled: DMSO 0%, 113 µM cGMP 100% | activation, % at 11.4 µM | 0.083% of 340,000 active | AID 504707;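 active means percent activation above the mean of all tested compounds plus 3 SD, cut at about 19% in these data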;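 further: higher means more PKAc released from R1A so a rise in polarization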
OPRM1-OPRD1 inv = inverse agonist of human OPRM1-OPRD1 heterodimerization; P35372+P41143; cell-based MOR-DOR heterodimer luminescence, inverse agonism; inhibition, % at 9.3 µM; 0.21% of 340,000 active; in the data active means inhibition above about 22%, passing the limit was not always enough;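 further: 0% = cells with DMSO and 100% = wells without cells with DMSO; values of inactives mirror those of a sister screen read the other way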
SUMO Mot1 rescue = SUMOylation pathway inhibition by Mot1-301 growth rescue; AID 2716; S. cerevisiae Mot1-301 growth rescue, ATP luminescence, 38.5C; percent above DMSO median, 100 means doubled; growth rescue, % at 18.8 µM; 1% of 320,000 active;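 active means every valid replicate shows activation above 250% relative to neutral control wells; inactive means the rest, any valid replicate at or below 250%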;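 further: OY570 slx delta 5 strain wells were the positive control but not used for scaling; some compounds called inactive have numbers as strong as hits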
E coli growth = bacterial growth inhibition, counter-screen for AddAB inhibitors | E. coli V3065 growth, OD600 absorbance, 18 h | inhibition, % at 11.9 µM | 0.27% of 330,000 active;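 active means inhibition above the campaign's mean inhibition across all tested compounds plus 3 SD, cut at about 9.9% in these data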;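 further: uninfected addAB+ strain grown without phage in ampicillin broth; 0% = DMSO wells and 100% = ciprofloxacin 0.95 µg/ml wells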
* marks the source's active call; other numbers are inactive results; . = no result given.

Every second line gives: AddAB inh	phage Ecoli inh	Tat transport	PfHsp90 yeast 2	MOR-DOR ag	PKA-R2B act	HTR5A inv ctr	PKA-R1A activ	OPRM1-OPRD1 inv	SUMO Mot1 rescue	E coli growth
CCOc1ccc(-c2c(C(=O)N/N=C(\C)c3ccccc3OC)nnn2-c2nonc2N)cc1
→ 1.5	-0.3	6	26	-0.3	-5	3	-6	1	-6	0.9
CC(C)(C)N(C=C(Cl)Cl)C(=O)NC1CCCCC1
→ 3.0	2.6	-5	-10	-1.1	1	-6	-2	5	-6	0.7
CCOc1cc(/C=N/NC(=O)c2ccc(CSc3nncn3C)cc2)ccc1OCC(=O)N1CCOCC1
→ 0.2	-0.3	-9	11	-2.9	-6	-4	4	13	.	0.8
C=CCn1c(C)cc(C(=O)COC(=O)c2ccc(N)c([N+](=O)[O-])c2)c1C
→ 1.1	2.8	6	-14	1.1	-6	11	-3	-6	771*	2.2
COc1ccc(C(=O)NCCCn2cccn2)cc1OC1CCN(C(C)=O)CC1
→ .	2.3	-7	12	-2.1	-1	-4	-9	14	.	.
Clc1nc2ccccc2cc1-c1nnn(-c2ccccc2)n1
→ -0.2	0.9	2	-42	-2.3	-12	-7	7	13	13	-0.7
CC(C)(C)C(=O)N1CCC(O)(CS(=O)(=O)Cc2ccc(Cl)cc2)CC1
→ 1.2	0.8	4	.	-2.8	0	-38	-6	14	75	-0.2
CCOC(=O)c1c(N)c2cc([N+](=O)[O-])ccc2n1C
→ 0.2	0.6	-6	-3	4.8	11	7	-11	-24	439	1.6
O=C1/C(=C/c2cccnc2)SC(=S)N1Cc1ccco1
→ .	1.6	5	-17	1.2	-7	-8	4	-6	.	.
CSCCC(NC(=O)C1CCC(C)CC1)C(=O)O (stereo not drawn)
→ -2.4	4.7	0	4	-1.8	-5	-1	-5	9	-18	-2.1
Cc1cc(=O)n2nc(N3CCC(C(=O)NCc4ccccc4)CC3)sc2n1
→ 3.7	5.4	1	9	-0.1	-2	1	6	0	92	-2.6
Cc1c(C(=O)Nc2ccc(C(F)(F)F)cc2)sc2ncn(CC(=O)N3CCN(c4ccccn4)CC3)c(=O)c12
→ 1.8	3.2	11	2	5.5	-1	-9	-12	-29	35	4.0
CCOC(=O)CSc1ncnc2c1c(-c1ccccc1)cn2-c1ccc(OC)cc1
→ 2.6	3.0	2	-1	-0.6	-10	8	-16	3	0	-1.2
CCCNC(=O)c1ccc(N2CCC3(CC2)CC(c2cccc(Br)c2)=NO3)c(NC(=O)c2ccc(Br)cc2)c1
→ 0.5	2.3	-3	10	-3.2	3	14	0	15	-11	0.5
O=C(O)CCCN1C(=O)/C(=C/c2ccncc2)SC1=S
→ 3.3	1.9	0	23	2.3	1	-5	-12	-13	1	0.3
CCOC(=O)c1ccc(N2CCCCC2)c(NS(=O)(=O)c2ccc(C)cc2)c1
→ 1.3	-1.5	8	-3	.	.	.	.	.	-12	-1.1
CC(C)Cn1c(N)c(C(=O)COC(=O)Cc2cccc(C(F)(F)F)c2)c(=O)n(C)c1=O
→ 5.2	2.9	-5	-27	7.1	-6	0	-6	-46	-17	1.4
Cc1ccc(Cl)cc1NC(=O)Cn1cc2c(n1)CCCC2
→ 7.0	0.1	-11	-5	-0.6	4	-17	0	3	0	0.7
Cc1ccc(N=Cc2c(O)n(C)c(=O)n(C)c2=O)nc1
→ -0.1	0.0	-1	42	1.5	-2	10	-11	-9	8	1.6
Cc1ccc(Cl)cc1-n1c(=O)cc(N2CCN(C(=O)c3ccco3)CC2)[nH]c1=O
→ -1.7	-0.2	-4	8	0.1	-8	-15	3	0	83	-2.2
C=CCN(c1ccccc1)S(=O)(=O)c1cccc(C(=O)N2CCCC2)c1
→ 5.2	1.9	5	.	-0.5	-1	-41	3	2	-13	4.5
CNC(=O)C1CC(=O)N(CCCc2ccccc2)C(=Nc2ccccc2)S1 (stereo not drawn)
→ 1.5	2.6	-1	.	-0.8	-3	0	3	4	17	-0.3
CC(=O)Nc1ccc(S(=O)(=O)NCc2nnnn2-c2ccc(F)cc2)cc1
→ 6.4	-0.3	-6	-7	-2.3	-3	-4	-2	12	-2	-0.1
C=C(C)CNC(=S)N/N=C/C1=CCC2CC1C2(C)C (stereo not drawn)
→ 2.0	-1.2	2	-25	16	-7	-1	-8	-84	-9	-0.3
CCc1ccc(-c2cc(C)no2)cc1S(=O)(=O)N1CCN(c2ccccc2OC)CC1
→ -0.6	2.5	3	-9	-0.9	0	4	-5	5	13	-3.4
Cn1cccc1-c1nc2ccc(NC(=O)c3ccccc3)cc2[nH]1
→ 0.7	1.4	-5	14	0.2	3	-18	-8	-1	-13	1.8
CCN(c1cccc(C)c1)S(=O)(=O)c1cc2c3c(c1)CCN3C(=O)CC2
→ 1.9	2.4	-7	15	-2.2	-10	-12	-10	12	3	1.3
CCOc1cc(/C=C2\C(=N)N3N=C(S(C)(=O)=O)SC3=NC2=O)ccc1OCCOc1cccc(OC)c1
→ -0.1	3.3	8	-5	-2.0	6	8	3	11	156	-1.9
CC1CCCN(C(=O)c2ccccc2OC2CCN(S(C)(=O)=O)CC2)C1 (stereo not drawn)
→ -0.2	3.8	4	-16	-1.5	-8	-18	0	7	67	0.2
O=C(CNC(=O)c1ccccc1Cl)Nc1ccncc1
→ 3.7	0.7	-3	9	-2.0	9	5	-1	8	-6	2.8
Cc1cccc(OCC(=O)NCc2ccc(F)cc2)c1
→ 0.5	3.6	-6	-13	-1.7	-7	-17	-2	9	18	0.4
O=C(CSC1=NCCS1)Nc1ccc(S(=O)(=O)N2CCCCCC2)cc1
→ 5.9	5.0	1	-21	1.3	12	4	5	-7	-16	5.5
CCOc1ccc(S(=O)(=O)N2CCCC(C(=O)NCc3ccco3)C2)cc1 (stereo not drawn)
→ -0.9	-1.3	4	-9	-2.5	2	0	3	8	-12	-2.7
COc1ccccc1CNC(=O)CNCC1CCCO1 (stereo not drawn)
→ 1.7	1.9	-3	.	-2.3	3	-15	-11	14	0	3.0
O=C(CCc1nnc(C2CCCCC2)o1)NCc1ccc(F)c(F)c1
→ 3.7	1.4	0	-2	-1.0	-4	10	0	5	.	2.1
COc1ccc(NC(=O)CN2CCN(S(=O)(=O)c3ccc(Cl)cc3)CC2)cc1
→ -0.3	3.1	8	9	-2.3	-6	1	5	12	23	-2.1
N#CCCN(Cc1cccnc1)C(=O)c1sc2cc(F)ccc2c1Cl
→ 3.9	2.2	4	2	7.3	-8	-1	-2	-36	14	1.3
O=C(O)C1CCN(S(=O)(=O)c2cccs2)CC1
→ 1.8	-1.1	1	-6	-0.7	8	-11	0	5	0	-0.5
CN(C(=O)c1ccc(NC(=O)Cc2cccc(NC(=O)C3CCCN(C(=O)CCc4ccccc4)C3)c2)cc1)C1CCCC1 (stereo not drawn)
→ -0.4	3.2	-1	13	0.6	5	-15	6	-3	-3	0.4
COc1ccc(OC)c(-c2cc(C(=O)N3CCN(c4ncccn4)CC3)c3ccccc3n2)c1
→ -3.6	0.5	5	-5	-0.1	-1	-23	5	0	-4	-1.9
CC(=O)Nc1ccc(OCC(=O)NC(C)C(C)C)cc1 (stereo not drawn)
→ 3.2	4.3	6	-25	-2.9	-3	18	-2	12	-11	0.4
COc1ccc(CN(C(C)=O)c2ccccc2C(=O)O)cc1
→ 3.9	2.5	-1	-15	-0.7	0	6	3	4	-10	2.1
O=C(c1ccc(Br)s1)N1CCN(S(=O)(=O)c2ccccc2)CC1
→ 1.1	2.0	2	2	-1.9	0	11	1	9	-12	0.7
CCc1ccc(N2CCN(C(=O)c3ccc4c(c3)OCO4)CC2)cc1
→ 4.0	2.8	3	11	4.5	-4	-7	-3	-19	-20	0.8
COc1cccc(NC(=O)C2CCC2)c1
→ 4.2	2.4	8	9	-1.4	-4	-21	12	8	1	1.7
CCC(=O)Nc1ccccc1N1CCN(S(C)(=O)=O)CC1
→ 1.2	1.9	-5	33	0.6	10	12	6	-4	-10	1.5
Cc1nc2ccccn2c1C(=O)N/N=C/c1cc(C)n(-c2ccc(Br)cc2)c1C
→ 1.0	2.6	1	12	-2.5	-6	15	7	12	9	0.4
CC(C)CC(c1nnnn1C(C)C)N1CCN(c2ccccc2)CC1 (stereo not drawn)
→ 1.0	1.7	5	12	-2.8	5	9	-2	15	56	-0.4
O=C(C1CCN(S(=O)(=O)N2CCOCC2)CC1)N1CCN(Cc2ccccc2)CC1
→ 0.7	0.8	-3	-7	-3.4	-3	-10	-13	18	36	1.4
COc1ccc([N+](=O)[O-])c(OC)c1C(=O)NC(=O)Nc1nc(C)cc(C)n1
→ -0.6	0.8	-9	4	-3.3	-2	-12	5	16	-4	-0.9
COc1ccc(Cc2nc3ccc(C(=O)NC4CCOC4)cc3o2)cc1 (stereo not drawn)
→ 0.7	-3.5	0	4	-1.8	4	-5	-10	9	-3	3.7
C=CCc1c(C)nc(SCc2nc3ccccc3c(=O)[nH]2)[nH]c1=O
→ 3.6	1.5	0	7	0.0	4	-38	11	0	5	0.7
CCO[C@@H]1OC(C(=O)NC2CC2)=C[C@H](c2ccccc2)[C@H]1CCCO
→ 3.2	3.4	-2	-6	-1.4	-11	-17	0	8	4	1.2
O=C(O)c1ccc(Cl)c(S(=O)(=O)N(Cc2ccccc2)c2ccccc2)c1
→ 1.7	0.3	8	-9	-2.8	-2	-8	4	15	-3	0.1
Cc1nc(N)ncc1-c1ccc2c(c1)OCO2
→ 1.1	1.5	21	4	-3.4	-4	-21	-13	15	-4	0.4
COc1ccc(NC(=O)c2cccc(NC(=O)c3ccco3)c2)c(OC)c1
→ 1.2	0.8	-6	16	-1.5	-8	-14	-11	8	-2	0.2
COc1ccc2c(c1)C1C=CCC1C(c1cc3c(cc1Br)OCO3)N2 (stereo not drawn)
→ 0.8	0.2	1	.	8.4	-1	-20	2	-44	130	-1.0
Cc1ccsc1CNc1ncnc2ccc(-c3c(C)noc3C)cc12
→ 0.9	-0.5	2	-8	-2.0	-5	-2	-7	11	4	-1.1
O=C(NCc1ccc2c(c1)OCO2)c1nc(S(=O)(=O)Cc2ccccc2)ncc1Cl
→ 1.6	-1.0	-6	2	-5.2	2	-6	-15	27	.	-4.3
Cc1ccnc(NC(=O)C2CCCN(S(=O)(=O)c3ccc4[nH]c(=O)ccc4c3)C2)c1 (stereo not drawn)
→ 4.2	2.1	1	14	-2.8	-1	3	-6	14	-10	-2.0
Cc1[nH]ccc(=O)c1OCc1c(Cl)cccc1Cl
→ -0.3	2.2	-8	50	-1.8	6	-12	-6	11	17	-1.6

From PubChem
